GPR55 activation = selective activators of receptor GPR55 – imaging, U2OS cells, beta-arrestin-GFP redistribution, primary screen (AID 1961). one-dose activation, % at 10 µM; EC50 in µM for titrated hits. U2OS GPR55 beta-arrestin-GFP redistribution imaging; higher % means a stronger effect. 290,000 compounds, 0.048% hits;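 active means activation above 40% with more than 50 cells counted in the well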;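 further: U2OS osteosarcoma cells stably expressing GPR55 and beta-arrestin-GFP; plate controls were DMSO negative control for no effect and LPI positive control for full effect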
NOD1 NF-kB reporter = NOD1 signaling inhibitors, primary screen, cell-based, luminescence, uHTS (AID 1578). NOD1-driven NF-kB luciferase reporter cells, luminescence; higher % means a stronger effect. one-dose inhibition, % at 4 µM; EC50 in µM for titrated hits. 290,000 compounds, 1% hits; in the data active means inhibition mostly above about 36%, no sharp cut-off; inactive means mostly below about 34%;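 further: HEK-293T reporter cells stimulated with the NOD1 agonist gamma-tri-DAP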
HIV peptide binding = cell-free HIV fusion peptide-binding blockers – biochemical, uHTS, fluorescence dequenching, primary screen (AID 1986); 290,000 compounds, 0.3% hits; one-dose inhibition, % at 20 µM; IC50 in µM for titrated hits; cell-free peptide binding, fluorescence dequenching, 30 min; higher % means a stronger effect; in the data active means inhibition mostly above about 52%, no sharp cut-off; inactive means mostly below about 76%; further: some results filed as inactive read as strong as hits
KOR beta-arrestin-1 = KOR antagonists, beta-arrestin recruitment, cell-based, luminescence, uHTS (AID 1778); KOR beta-arrestin recruitment, luminescence, antagonist mode; higher % means a stronger effect; 290,000 compounds, 0.091% hits; one-dose inhibition, % at 10 µM; IC50 in µM for titrated hits; further: strong numbers were not always called active
Myeloid diff MLP = myeloid differentiation induction; ER-HoxA9 myeloid progenitors, lysozyme-GFP differentiation, flow cytometry; calls only at 10 µM; 360,000 compounds, 1% hits; AID 624256;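 active means normalized GFP-positive differentiation at or above the plate's own cutoff, the solvent-only control mean plus 3 SD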;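 further: cells exposed to compound for four days before flow analysis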
GPR35 arrestin U2OS = GPR35 antagonists blocking zaprinast-driven arrestin recruitment, primary screen, imaging, U2OS, beta-arrestin-GFP, zaprinast agonist (AID 2058) | inhibition, % at 10 µM, or IC50 in µM where a hit was titrated | 290,000 compounds, 0.052% hits | U2OS GPR35 beta-arrestin-GFP translocation imaging, zaprinast antagonism; higher % means a stronger effect;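 active means inhibition of at least 50% with at least 30 cells and total cytoplasm GFP at most 10,000,000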
GPR55 LPI antagonism = GPR55 antagonists blocking LPI-driven arrestin recruitment, primary screen, imaging, U2OS, beta-arrestin-GFP, LPI agonist (AID 2013). U2OS GPR55 beta-arrestin-GFP translocation imaging, LPI antagonism; higher % means a stronger effect. inhibition, % at 10 µM, or IC50 in µM where a hit was titrated. 290,000 compounds, 0.13% hits;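 active means spots per cell inhibited over 60%, with over 100 cells counted and total cytoplasm intensity under 500,000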;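 further: U2OS cells stably carrying GPR55 and arrestin-GFP stimulated by 5 µM LPI near EC80; imaged beta-arrestin-GFP aggregate spots per cell after agonist stimulation; plate controls were LPI-stimulated DMSO wells for no effect and DMSO wells without LPI for full effect; some results filed as inactive read as strong as hits; confirmed hits need IC50 under 10 µM and bright autofluorescent wells are also inconclusive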
NOD2 inhibition = inhibition of NOD2-driven NF-kB reporter – cell-based, luminescence, uHTS, HEK293 (AID 1566); HEK293 NOD2/NF-kB luciferase reporter, luminescence; higher % means a stronger effect; inhibition, % at 4 µM; hits with a dose series show EC50 in µM; 290,000 compounds, 0.63% hits; further: many of its hits are not listed in these tables
KOR beta-arrestin-2 = KOR agonists, beta-arrestin recruitment, primary screen, cell-based, luminescence, uHTS (AID 1777); KOR beta-arrestin recruitment, luminescence; higher % means a stronger effect; activation, % at 10 µM; hits with a dose series show EC50 in µM; 280,000 compounds, 0.02% hits; in the data active means activation above about 50%, passing the limit was not always enough; further: a part of the inactive calls stands beside numbers as strong as those of hits
Myeloid diff MLP GFP+ MAC1+ % = further read-out of Myeloid diff MLP, marked with its call; GFP+ MAC1+ double positive, %; measured here: differentiation confirmed by MAC1 staining
An asterisk follows results filed as active; i = inactive; nt = not tested or not shown; + = active, no number; & = joins results of further samples; [ ] = dose if it differs, or a comment. Unless noted, no stated cut-off is given here; in the data, active means inhibition above about 50%; inactive means the rest.

Values run as follows: Myeloid diff MLP	HIV peptide binding	NOD1 NF-kB reporter	Myeloid diff MLP GFP+ MAC1+ %	GPR55 activation	KOR beta-arrestin-1	KOR beta-arrestin-2	GPR35 arrestin U2OS	GPR55 LPI antagonism	NOD2 inhibition
- COc1ccc(N(C(C)=O)S(=O)(=O)c2cccs2)cc1
 : i	-0.4%	-22%	1.4	0.3%	-51%	-4.1%	16%	7%	0%
- O=C(c1ccco1)N(Cc1cc2ccccc2[nH]c1=O)C1CCCCC1
 : i	-0.9%	-21%	1.4	0.2%	20%	-2.9%	2%	4%	10%
- CCOC(=O)C1(CCOC)CCN(Cc2nc(C(C)C)cs2)CC1
 : i	1.9%	-31%	1.3	-0.1%	8%[20 µM]	nt	-8%	4%	-14%
- O=C(COc1ccccc1)Nc1ccccc1F
 : i	2.4%	-64%	0.2	-0.3%	-40%[20 µM]	0.0%	-15%	-15%	-14%
- NC(=O)N/N=C/c1cc(Br)ccc1OC(=O)c1ccccc1
 : i	-0.8%	-15%	0.4	-0.2%	-4%	0.0%	-9%	3%	1%
- Cc1cccc(NC(=S)N(CCc2nc3cc(C)c(C)cc3[nH]2)Cc2cccnc2)c1
 : i	-2.3%	-2%	2.7	-0.1%	-52%	1.2%	6%	5%	-7%
- CCCc1nc2n[nH]c(N)c2c2c1CCC2
 : i	2.4%	-4%	0.8	-0.3%	-14%	-5.7%	-11%	5%	8%
- O=c1[nH]c2cc3c(cc2cc1C(c1nnnn1CC1CCCO1)N1CCCCCC1)OCO3 (centres undefined)
 : nt	4.5%	-16%	nt	0.7%	24%	-5.0%	6%	2%	5%
- CCOCCOc1nc2c(c(=O)n(C)c(=O)n2C)n1CCc1ccccc1
 : i	-1.0%	-33%	1.1	-0.2%	3%	6.1%	-12%	11%	-9%
- O=C(NCc1ccccn1)Nc1cccc(NC(=O)NCc2ccccn2)c1
 : i	-0.8%	-24%	2.4	-0.4%	33%	-2.2%	0%	12%	-13%
- Cc1c(C(=O)N2CCCCC2)c(S(=O)(=O)Nc2cccc(Br)c2)c(C)n1C
 : i	0.2%	-8%	4.6	-0.3%	-7%	-3.3%	-13%	0%	-9%
- O=C(COC(=O)Cc1ccccc1F)Nc1cccc(S(=O)(=O)NC2=NCCCCC2)c1
 : i	-1.1%	-22%	0.1	-0.4%	-4%	-0.9%	-4%	3%	8%
- CC(=O)Nc1ccc(S(=O)(=O)NC2(C(F)(F)F)C(=O)NC(C)=C2C#N)cc1 (centres undefined)
 : i	4.0%	-10%	0.8	0.2%	14%[20 µM]	-3.0%	9%	-5%	8%
- O=C(CN1CCN(c2ncccn2)CC1)NCc1ccc2c(c1)OCO2
 : i	1.7%	-19%	0.3	-0.2%	-4%	3.2%	22%	0%	-6%
- CN1C(=O)CC(Nc2cccc3cccc(N)c23)C1=O (centres undefined)
 : i	32%	22%	0.2	1.0%	3%	2.5%	2%	4%	5%
- Cc1ccc(CNS(=O)(=O)c2c(C)[nH]c(=O)[nH]c2=O)cc1
 : i	-1.3%	-5%	0.3	0.0%	1%	-5.3%	2%	-1%	12%
- C[C@]12CC[C@@H]3c4ccc(OS(=O)(=O)O)cc4CC[C@H]3[C@@H]1CCC2=O
 : i	2.7%	-38%	1.5&1.8	-0.2%	-23%	1.1%	-7%	-5%	5%
- Cc1ccc(S(=O)(=O)Nc2ccc3oc(=O)sc3c2)c(C)c1
 : i	-1.5%	15%	1.3	-0.3%	-2%	-4.2%	-12%	2%	-5%
- CCN(CC)c1ccc(/C=C2\SC(N)=NC2=O)cc1
 : +	93%	15%	0.6*	-0.2%	-28%	0.7%	9%	-1%	-14%
- N#CCC(=O)N/N=C/c1ccc(OC2CSC2)cc1
 : i	-2.4%	-35%	0.8	-0.1%	19%[20 µM]	nt	1%	-5%	-8%
- COc1ccccc1CNC(=O)C1CC(c2cccc([N+](=O)[O-])c2)=NO1 (centres undefined)
 : i	4.2%	-7%	2.0	-0.1%	-21%	2.6%	-8%	-7%	-5%
- CCCC(CCC)C(=O)NNc1cc(=O)c2c(=O)n(C)c(=O)n(C)c2[nH]1
 : nt	-2.1%	1%	nt	-0.1%	27%	-1.2%	0%	11%	-3%
- O=C(O)c1ccccc1C(=O)NCc1ccc2c(c1)OCO2
 : nt	-0.7%	2%	nt	-0.2%	-37%	5.8%	-6%	-11%	-3%
- O=c1sc2ccccc2n1CCOc1ccccc1
 : i	-1.8%	-75%	1.1	-0.3%	11%	-1.7%	-14%	9%	-81%
- N/C(=N\OC(=O)Cc1cccc2ccccc12)c1ccccn1
 : i	1.8%	-38%	0.6	-0.1%	-1%	4.8%	-6%	-5%	-73%
- CCCCCC(=O)OC(CN1CCCCC1)CN1CCCC1=O (centres undefined)
 : i	-0.9%	2%	0.6	0.0%	-27%	5.7%	8%	-10%	12%
- CCCCCCCCNC(CO)(CO)CO
 : i	0.9%	-14%	0.4	0.8%	8%	3.0%	1%	0%	2%
- CCCCc1cc(=O)oc2cc(C)cc(OCC(=O)N3C[C@H]4C[C@@H](C3)c3cccc(=O)n3C4)c12
 : i	0.7%	-5%	2.6	-0.1%	19%[20 µM]	1.7%	8%	2%	17%
- CC1=C(c2ccc(F)cc2)[N+](=O)C(C)(C)N1[O-]
 : i	-0.9%	-30%	0.1	0.2%	-23%[20 µM]	nt	4%	1%	2%
- COc1ccc(C(=O)NCCSCc2ccc(C)cc2)cc1
 : i	-0.1%	4%	0.7	0.2%	-17%	4.1%	3%	10%	31%
- C/C=C(\C)C(=O)N[C@@H](C)CN1C2=NC[C@H](C(C)C)N2C[C@H]1Cc1ccc(OC)cc1
 : i	0.1%	5%	0.7	-0.1%	24%	-1.8%	9%	11%	19%
- CCOC(=O)Cn1c(=O)n(Cc2ccccc2)c(=O)c2cccnc21
 : i	1.4%	-25%	1.1	-0.1%	-19%	6.5%	10%	-3%	-2%
- COc1ccc(OC)c(-n2c(O)cnc2Nc2nc(C)cc(C)n2)c1
 : i	11%	31%	3.3	-0.2%	25%	-2.5%	-8%	-3%	13%
- COc1ccccc1C(=O)NNC(=O)CCN1C(=O)/C(=C\c2ccccc2)SC1=S
 : i	5.7%	-48%	1.1	-0.1%	-38%	60%	8%	-12%	-12%
- COC(=O)c1ccccc1NC(=S)NC(NC(=O)c1ccccc1[N+](=O)[O-])C(Cl)(Cl)Cl (centres undefined)
 : i	-1.4%	-4%	0.6	-0.1%	16%	1.2%	4%	40%	6%
- Cc1cc(NC(=O)c2ccc(Cl)c(S(=O)(=O)N3CCOCC3)c2)no1
 : i	-0.2%	16%	0.3	0.2%	-35%	4.7%	-8%	-13%	8%
- Cc1ccc(S(=O)(=O)CC(=O)N2CC(C)OC(C)C2)cc1 (centres undefined)
 : i	-1.5%	-10%	2.6	-0.1%	6%	8.8%	-3%	6%	5%
- Cn1c(CNC(=O)c2ccco2)nnc1SCC(=O)c1ccc(Br)cc1
 : i	0.9%	-28%	0.6	0.4%	-13%	0.6%	4%	-7%	-6%
- CC1CCN(c2ccc(/C=C(\C#N)c3nn(-c4ccccc4)c(N)c3C#N)cc2[N+](=O)[O-])CC1
 : i	-0.5%	0%	0.7	-0.1%	8%	-0.2%	-8%	1%	25%
- CC(=O)c1ccc(C(=O)N2CCC(CO)(Cc3cccc(C(F)(F)F)c3)CC2)cc1
 : i	1.7%	32%	0.7	0.6%	-7%	1.4%	11%	-2%	11%
- O=C(Nc1cccc(-c2nc3ccccc3[nH]2)c1)c1ccc(C(=O)Nc2cccc(-c3nc4ccccc4[nH]3)c2)cc1
 : i	18%	-3%	0.5	23%	22%	1.5%	-4%	6%	-28%
- COc1ccc(S(=O)(=O)N2CCCC2C(=O)Nc2ccc(O)cc2)cc1 (centres undefined)
 : i	-2.3%	-13%	1.6	-0.1%	2%	-2.7%	-1%	4%	7%
- Cc1ccc(C)c(NC(=O)CCC(=O)N/N=C/c2ccc[nH]2)c1
 : i	-2.4%	-10%	0.5	-0.1%	-3%	2.3%	20%	0%	7%
- COCCNC(=S)N1CCN(c2cccc(C(F)(F)F)c2)CC1
 : i	-0.5%	-18%	0.1	-0.8%	11%	-0.6%	-10%	10%	2%
- C=CCn1c(SCC(=O)NC(N)=O)nnc1-c1cc2c(s1)CCC(CC)C2 (centres undefined)
 : i	-0.9%	-7%	0.4	-0.2%	23%	0.0%	9%	2%	16%
- CCCCN(CC)C(=O)Cn1cnc2ccc(S(=O)(=O)N3CCC(C)CC3)cc2c1=O
 : i	0.0%	-43%	0.0	-0.4%	-17%	2.0%	-8%	12%	-9%
- Cc1nc2ccccn2c1C(=O)NCC(C)C
 : i	-1.4%	-30%	0.4	-0.2%	7%	-0.3%	24%	22%	8%
- Cc1c(CCOC(=O)C23CC4CC(CC(C)(C4)C2)C3)sc[n+]1Cc1ccccc1
 : i	-3.0%	-25%	0.9	-0.1%	-7%	1.0%	-20%	18%	-3%
- CS(=O)(=O)N1N=C(c2ccco2)CC1c1ccco1 (centres undefined)
 : i	13%	-18%	0.6	0.3%	-38%[20 µM]	4.2%	-3%	2%	9%
- COc1cccc(C(=O)C2CCCN(Cc3ccc(OC)c(Cn4cncn4)c3)C2)c1 (centres undefined)
 : i	-1.0%	-5%	0.4	0.7%	21%	0.8%	-6%	-9%	2%
- CCOC(=O)N1CCC(NC(=O)CN2C(=O)CSc3ncccc32)CC1
 : i	-1.7%	-7%	3.2	-0.3%	-33%	-1.3%	24%	-4%	11%
- Cc1ccc(C)c(NC(=S)NNC(=O)c2csc3c2CCCC3)c1
 : i	-3.0%	-7%	0.7	0.2%	-13%	-1.3%	-4%	0%	9%
- COc1ccc(-c2[nH]n(-c3ccc([N+](=O)[O-])cc3)c(=O)c2C=NCC2CCCO2)cc1 (centres undefined)
 : i	1.3%	-27%	0.1	0.4%	-3%	-5.1%	5%	0%	16%
- CC(C)(C)c1ccc(-c2noc(-c3ccno3)n2)cc1
 : i	0.5%	-6%	0.5	-0.1%	18%	1.3%	9%	-1%	-109%
- C=CCNC(=O)c1ccc([N+](=O)[O-])c(Cl)c1
 : i	-2.1%	-13%	0.0	-0.1%	-23%[20 µM]	-4.3%	-5%	0%	16%
- COc1ccc(NC(=O)/C(N=Nc2cc(S(=O)(=O)Nc3ccc(OC)cc3)ccc2OC)=C(\C)O)cc1
 : i	-0.5%	-39%	0.6	1.2%	17%	-0.9%	-4%	-14%	-28%
- Cc1ccc(S(=O)(=O)N(C)c2c(C)ccc(S(=O)(=O)Nc3ccncc3)c2C)cc1
 : i	-0.3%	-17%	0.9	0.3%	-4%	3.3%	-6%	-2%	-1%

Source: PubChem BioAssay

The list is partial, so the mix of outcomes need not match the whole.
